Bioassay records (PubChem)
MC4R ag barr: activates human MC4R beta-arrestin recruitment | P32245 | U2OS MC4R beta-arrestin complementation, luminescence; percent of melanotan II response, DMSO zero | activation, % at 8.9 µM | 360,000 compounds, 0.98% hits | AID 540308;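 active means activation above a per-plate cutoff, the mean activation of sample wells on that plate plus 3 SD, cut at about 8% in these data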
NR5A2 inv ag: NR5A2 inverse agonism in reporter assay. HEK293T StAR-luciferase reporter, LRH-1 transfected, 24 h. 360,000 compounds, 0.13% hits. AID 602396. O00482. inhibition, % at 3.6 µM;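 active means inhibition above the mean inhibition of all tested compounds plus 3 SD, cut at about 73% in these data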;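 further: 0% = DMSO wells and 100% = reporter-only cells lacking LRH-1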
SRC3 inh: human NCOA3 inhibition; HEK293 GAL4-SRC3 luciferase reporter, luminescence; 360,000 compounds, 0.17% hits; AID 588352; inhibition, % at 3.6 µM; Q9Y6Q9;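 active means inhibition above a per-campaign cutoff, the mean of all compounds plus 3 SD, cut at about 60% in these data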;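 further: 0% = DMSO-treated cells and 100% = gossypol-treated cells at 36 µM; higher means less SRC3-driven luciferase light from the GAL4 reporter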
NR2F2 inh: NR2F2 (human) inhibition, primary screen; inhibition, % at 8.6 µM; HEK293T NGFI-A luciferase reporter, luminescence; P24468; 370,000 compounds, 0.7% hits;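 active means inhibition above a per-plate cutoff, mean inhibition of test wells between control levels plus 3 SD, cut at about 38% in these data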;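 further: cells cotransfected with COUP-TFII expression vector driving the NGFI-A reporter; 0% = median of COUP-TF2 test wells and 100% = reporter-only cells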
Target sequence (P24468 whole entry, looked up): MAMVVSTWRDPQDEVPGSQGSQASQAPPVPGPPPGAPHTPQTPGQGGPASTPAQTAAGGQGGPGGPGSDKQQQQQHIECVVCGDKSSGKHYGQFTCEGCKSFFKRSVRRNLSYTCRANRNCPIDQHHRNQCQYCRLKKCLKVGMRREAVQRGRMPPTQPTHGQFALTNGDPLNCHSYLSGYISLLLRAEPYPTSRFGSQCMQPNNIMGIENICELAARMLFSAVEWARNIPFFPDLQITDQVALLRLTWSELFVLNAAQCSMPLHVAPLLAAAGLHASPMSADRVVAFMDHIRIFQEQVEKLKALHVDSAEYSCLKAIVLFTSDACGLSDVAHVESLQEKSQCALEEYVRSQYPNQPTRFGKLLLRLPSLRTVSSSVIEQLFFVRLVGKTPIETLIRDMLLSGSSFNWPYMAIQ
NOD2 RIPK2 PPI: blocks binding of human NOD2 to RIPK2. O43353. CHO BLA complementation NOD2-RIPK2, CCF4 ratio. AID 624267. inhibition, % at 4.98 µM. 360,000 compounds, 0.38% hits; in the data active means inhibition above about 21%;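 further: 0% = vehicle only and 100% = reference blocker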
Target sequence (O43353 whole entry, looked up): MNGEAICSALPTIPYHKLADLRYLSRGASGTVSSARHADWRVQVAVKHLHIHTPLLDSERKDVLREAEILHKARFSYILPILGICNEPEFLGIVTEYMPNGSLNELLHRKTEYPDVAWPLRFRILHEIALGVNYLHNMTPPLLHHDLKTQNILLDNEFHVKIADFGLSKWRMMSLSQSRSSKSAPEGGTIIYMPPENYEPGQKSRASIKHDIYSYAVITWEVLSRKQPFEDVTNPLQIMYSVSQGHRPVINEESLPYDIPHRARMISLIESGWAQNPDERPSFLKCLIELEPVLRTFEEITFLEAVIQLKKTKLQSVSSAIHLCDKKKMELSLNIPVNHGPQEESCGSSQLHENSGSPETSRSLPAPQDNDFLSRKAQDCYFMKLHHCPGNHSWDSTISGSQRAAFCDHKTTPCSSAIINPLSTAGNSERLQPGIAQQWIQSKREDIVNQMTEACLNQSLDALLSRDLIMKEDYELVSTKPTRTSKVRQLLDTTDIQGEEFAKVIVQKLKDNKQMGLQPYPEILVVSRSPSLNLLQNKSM
SRC2 inh: inhibits human steroid receptor coactivator 2 | 370,000 compounds, 0.17% hits | inhibition, % at 9 µM | Q15596 | HEK293 GAL4-SRC2 luciferase reporter, luminescence;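 active means inhibition above the mean inhibition of all tested compounds plus 3 SD, set per campaign, cut at about 52% in these data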;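 further: 0% = DMSO treated cells and 100% = cells given Gossypol at 36 µM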
TLR9-MyD88 inh: blocks human TLR9 binding to MyD88. CHO BLA complementation TLR9-MyD88, CCF4 FRET ratio. 340,000 compounds, 0.21% hits. inhibition, % at 4.98 µM. Q9NR96+Q99836;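 active means inhibition above the mean over all tested compounds plus 3 SD, cut at about 21% in these data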;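 further: 0% = DMSO only wells and 100% = clavulanate BLA inhibitor control wells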
LMP1 NFkB inh: inhibitors of Epstein-Barr LMP1-induced NF-kappaB reporter | LMP1-induced NF-kappaB luciferase reporter cells, luminescence | inhibition, % at 12.5 µM | AID 504558 | 350,000 compounds, 0.69% hits; in the data active means inhibition above about 41%;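 further: 0% = neutral control wells and 100% = reference inhibitor control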
ABHD5 PLIN5 PPI: ABHD5-PLIN5 protein interaction inhibition; Q00G26+Q8WTS1; Split G. princeps luciferase complementation, luminescence, 4 h; inhibition, % at 4 µM; 360,000 compounds, 0.78% hits; AID 602281;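 active means inhibition above the mean inhibition across every tested compound plus 3 SD, cut at about 22% in these data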;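 further: 0% = DMSO only wells and the 100% control is not disclosed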
SRC1 inh: human NCOA1 inhibition; HEK293 GAL4-SRC1 luciferase reporter, luminescence; inhibition, % at 3.6 µM; 360,000 compounds, 0.12% hits; AID 588354;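 active means inhibition above the campaign mean plus 3 SD, with each screening campaign given its own cutoff, cut at about 60% in these data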;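 further: 0% = DMSO treated cells and 100% = gossypol at 36 µM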
MC4R antag cAMP: human MC4R antagonism in cAMP assay | P32245 | MC4R-expressing cells, MTII-stimulated cAMP, LANCE TR-FRET | inhibition, % at 6.5 µM | 360,000 compounds, 0.48% hits;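 active means inhibition above its plate's cutoff, the mean of tested wells on that plate plus 3 SD, cut at about 29% in these data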;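 further: 0% = Melanotan II alone and 100% = Melanotan II plus saturating MCL0020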
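Material – human MC4R-expressing U2OS cells · Repeats – no replicates · Detection – TR-FRET with Eu-cAMP and labeled anti-cAMP, 671 nm · Times – compound 30 min, challenge 1 h, detection 1 h · Compound – single nominal compound dose of 6.5 µM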
* marks the source's active call; other numbers are inactive results; . = not tested or not shown.

SMILES	MC4R ag barr	NR5A2 inv ag	SRC3 inh	NR2F2 inh	NOD2 RIPK2 PPI	SRC2 inh	TLR9-MyD88 inh	LMP1 NFkB inh	ABHD5 PLIN5 PPI	SRC1 inh	MC4R antag cAMP
O=C(NC(=S)NC1CCCc2ccccc21)c1ccc(F)cc1 (stereo not given)	0.1	-29	-34	6	-2	4	3	-5	3	-25	21
Cc1ccc(CCN2CC(C(=O)NCCCN3CCCCCC3)CC2=O)cc1 (stereo not given)	-0.8	1	3	5	-8	-21	-5	4	-4	-1	2
CCN(C(=O)Cn1c(=O)oc2ccccc21)C1CCS(=O)(=O)C1 (stereo not given)	-1.7	-14	18	0	5	-3	17	-5	2	-4	6
CC1(C(=O)NCc2ccccc2)CSCC(=O)N1CC(F)(F)F (stereo not given)	.	-16	.	-10	-8	11	.	.	0	.	.
COc1ccccc1NC(=O)c1nnn(CC(=O)Nc2ccccc2)c1N	-0.7	-11	7	-8	-7	4	-4	0	-2	8	-2
COc1ccc(-c2cc(-c3ccccc3O)[nH]n2)cc1	0.4	-140	-103	-33	10	-25	2	-6	0	-99	-7
C/C(CC(=O)NCc1ccccc1Cl)=N/NC(=O)c1ccccn1	-1.1	-113	-88	-57	2	-23	1	-12	6	-68	0
Cc1nc(SCC(=O)O)c2oc3ccccc3c2n1	-0.8	-2	-3	-13	-10	-10	-1	-7	10	-7	-5
O=C(NCC1CCCN1S(=O)(=O)c1cccs1)c1ccc([N+](=O)[O-])cc1 (stereo not given)	-4.8	-18	8	-12	-7	-8	1	7	-10	4	21
O=C(Nc1cccc(S(=O)(=O)N2CCOCC2)c1)c1ccc2ccccc2n1	-1.6	-15	-27	8	-10	7	7	-15	3	-17	0
O=C(CCn1cnc2ccccc2c1=O)Nc1cccc(Cl)c1Cl	-1.0	-8	-2	-2	1	-11	-11	-7	-2	-12	6
O=C(O)c1cccc(-n2nnnc2SCc2ccccc2Cl)c1	-4.2	0	5	0	6	15	-7	4	3	-2	1
COc1ccc(C(=O)COC(=O)CN2C(=O)C3C4CCC(C4)C3C2=O)cc1 (stereo not given)	-0.5	4	19	-5	-1	14	11	-3	10	3	7
N/C(=N\OC(=O)c1cc(Cl)ccc1Cl)c1ccncc1	-2.7	-9	-79	3	-3	-18	1	-16	-2	-20	21
COc1ccc(C(=O)NCCc2c[nH]c3ccccc23)cc1[N+](=O)[O-]	-1.1	22	-31	0	-3	8	-1	-8	6	-3	-6
O=C(c1ccc(N2CCC3(CC2)OCCO3)c([N+](=O)[O-])c1)N1CCOCC1	0.3	-15	-9	-7	-6	-15	3	-7	0	-24	10
Cc1cc(C)n2c(SCC(=O)Nc3ccccc3C#N)nnc2n1	-2.0	-12	7	-10	11	-1	-9	-6	-6	6	1
Cn1ncc2c(Nc3ccccc3Cl)nc(Cl)nc21	-2.2	0	6	-18	5	-12	1	7	0	1	-1
O=C(Nc1cccn2ncnc12)C(Cl)Cl	-1.2	8	28	9	-8	25	-5	-1	0	14	10
CC(C)(C)NC(=O)C(c1c[nH]c2ccccc12)N(C(=O)Cn1nnc(-c2ccc(F)cc2)n1)c1cccc(O)c1 (stereo not given)	0.9	-4	2	5	-5	-11	-10	0	1	11	15
COc1ccccc1N1CCN(/N=C/C(Cl)=C/c2ccccc2)CC1	0.0	-34	-54	-69	2	-70	4	-10	-5	-72	2
O=C(Cn1c(=S)[nH]c2ccccc21)c1ccccc1	0.8	-3	10	-9	4	-7	1	-2	8	3	-6
O=C(O)c1ccc2cc[nH]c2c1	-1.2	8	8	-4	-27	12	-1	5	-2	-1	10
CC(=O)c1cccc(NC(=O)CCNS(=O)(=O)c2cccc(C(C)=O)c2)c1	1.8	24	8	-4	-3	-13	0	-2	-1	2	3
NC(=S)NN=Cc1ccc(-c2ccc(S(=O)(=O)Nc3ncccn3)cc2)o1	-1.6	3	-6	-1	3	-14	7	-1	-11	-13	1
CCCC(C)C(=O)NCc1ccccc1OC (stereo not given)	0.7	-3	9	5	-12	-19	9	2	-2	4	6
Cn1cc(C(=O)N/N=C/c2ccc3c(c2)OCO3)c2ccccc21	-0.5	-21	-15	4	1	-27	-7	-8	-3	-27	7
C=CCNC(=O)c1onc(CSc2ccccc2C)c1C(=O)O	0.4	-6	11	-7	4	-23	3	2	0	1	6
Cc1cccc(NC(=S)NC(=O)/C=C/c2ccco2)c1	-1.3	1	5	-5	2	-3	16	-1	6	-25	-23
CN(Cc1cccc(F)c1)C(=O)c1cc(S(=O)(=O)N2CCOCC2)ccc1N1CCCC1	-0.8	-1	13	4	-9	2	-10	-12	-4	-3	2
CC(C)Cn1c(N)c(C(=O)COC(=O)c2cccn2C)c(=O)n(C)c1=O	3.1	7	7	-15	-10	6	-6	7	22	8	4
O=C1NN(c2cccc(Br)c2)C(=O)/C1=C\c1ccc(O)cc1	-1.6	3	4	-3	3	17	5	-1	-2	0	7
CC(Oc1ccc(C(=O)NCCc2ccccc2)cc1)C(=O)O (stereo not given)	-0.3	0	-18	16	5	-4	-8	7	3	1	3
Cc1ccc(NC(=O)CCc2nnc3ccc(NCc4ccco4)nn23)cc1F	-1.1	22	-14	-7	6	17	1	-3	15	-3	5
COc1ccc(OCC(=O)Nc2cccc(-c3nc4ccccc4o3)c2)cc1	19*	-52	-57	-18	4	-32	3	-12	-5	-29	8
O=C(NCc1ccc2c(c1)OCO2)C(=O)NCC1CCCO1 (stereo not given)	-1.0	-11	-11	-12	-9	-26	-1	4	-2	-8	2
CN1CCN(S(=O)(=O)c2cccc(C(=O)Oc3cccc(Br)c3)c2)CC1	-2.7	1	-48	4	4	-7	3	0	3	-5	12
COC(=O)c1cc(Br)c(=O)n(-c2ccccn2)c1	2.0	22	14	2	-6	-6	-8	-9	12	-19	-4
CC1=C(C(=O)N(C(C)C)C(C)C)CC(CC(=O)NCC2CCCCC2)C(=O)N1Cc1ccc(F)cc1 (stereo not given)	.	-31	9	3	1	-5	.	.	-9	-2	.
COc1ccc(NC(=O)CSc2nnc(-c3cccs3)n2N)c(OC)c1	-0.1	-5	8	-2	8	-2	9	-7	-9	0	7
O=C(CCC(=O)N1CCOc2ccccc21)NCCCN1CCN(Cc2ccccc2)CC1	-0.2	-9	4	-2	1	-7	8	2	8	0	5
COc1ccc(Nc2c3c(nc4c(-c5ccccc5)c(C)nn24)CCC3)cc1	0.8	2	-9	0	-9	-1	8	-4	6	19	-3
COc1ccc(C/C(N)=N/OC(C)=O)cc1OC	-0.5	-14	12	0	-8	3	-1	-11	2	-15	4
CC(C)(C)NC(=O)C(=O)NN=C1CCCCCCC1	0.7	-10	5	-6	4	-22	-13	6	2	14	-3
O=C(Nc1cccc(S(=O)(=O)N2CCCC2)c1)c1cccc(OC(F)F)c1	-0.1	-13	-5	-8	-1	13	4	6	3	-4	-3

A different layout for some results above:
Compound | MC4R ag barr | NR5A2 inv ag | SRC3 inh | NR2F2 inh | NOD2 RIPK2 PPI | SRC2 inh | TLR9-MyD88 inh | LMP1 NFkB inh | ABHD5 PLIN5 PPI | SRC1 inh | MC4R antag cAMP
CC(C)Cn1c(N)c(C(=O)COC(=O)c2cccn2C)c(=O)n(C)c1=O | 3.1 | 7 | 7 | -15 | -10 | 6 | -6 | 7 | 22 | 8 | 4
O=C1NN(c2cccc(Br)c2)C(=O)/C1=C\c1ccc(O)cc1 | -1.6 | 3 | 4 | -3 | 3 | 17 | 5 | -1 | -2 | 0 | 7
CC(Oc1ccc(C(=O)NCCc2ccccc2)cc1)C(=O)O (stereo not given) | -0.3 | 0 | -18 | 16 | 5 | -4 | -8 | 7 | 3 | 1 | 3
Cc1ccc(NC(=O)CCc2nnc3ccc(NCc4ccco4)nn23)cc1F | -1.1 | 22 | -14 | -7 | 6 | 17 | 1 | -3 | 15 | -3 | 5
COc1ccc(OCC(=O)Nc2cccc(-c3nc4ccccc4o3)c2)cc1 | 19* | -52 | -57 | -18 | 4 | -32 | 3 | -12 | -5 | -29 | 8
O=C(NCc1ccc2c(c1)OCO2)C(=O)NCC1CCCO1 (stereo not given) | -1.0 | -11 | -11 | -12 | -9 | -26 | -1 | 4 | -2 | -8 | 2
CN1CCN(S(=O)(=O)c2cccc(C(=O)Oc3cccc(Br)c3)c2)CC1 | -2.7 | 1 | -48 | 4 | 4 | -7 | 3 | 0 | 3 | -5 | 12
COC(=O)c1cc(Br)c(=O)n(-c2ccccn2)c1 | 2.0 | 22 | 14 | 2 | -6 | -6 | -8 | -9 | 12 | -19 | -4
CC1=C(C(=O)N(C(C)C)C(C)C)CC(CC(=O)NCC2CCCCC2)C(=O)N1Cc1ccc(F)cc1 (stereo not given) | . | -31 | 9 | 3 | 1 | -5 | . | . | -9 | -2 | .
COc1ccc(NC(=O)CSc2nnc(-c3cccs3)n2N)c(OC)c1 | -0.1 | -5 | 8 | -2 | 8 | -2 | 9 | -7 | -9 | 0 | 7
O=C(CCC(=O)N1CCOc2ccccc21)NCCCN1CCN(Cc2ccccc2)CC1 | -0.2 | -9 | 4 | -2 | 1 | -7 | 8 | 2 | 8 | 0 | 5

Next compounds follow.
SMILES	MC4R ag barr	NR5A2 inv ag	SRC3 inh	NR2F2 inh	NOD2 RIPK2 PPI	SRC2 inh	TLR9-MyD88 inh	LMP1 NFkB inh	ABHD5 PLIN5 PPI	SRC1 inh	MC4R antag cAMP
Cc1ccc(S(=O)(=O)N(C)C)cc1NC(=O)C1CCC1	-1.0	2	16	6	-9	-8	7	4	3	-16	13
CC1=C/C(=C/N(C)C)C(=O)O1	-3.6	3	18	10	-5	14	4	-1	2	2	19
CCOC(=O)c1c(C)oc2c(CC(=O)c3ccccc3)c(Cl)c(O)c(O)c12	-3.0	21	5	13	4	-15	-4	2	8	0	7
CC(O)CNc1nc2c(c(=O)n(Cc3ccc(Br)cc3)c(=O)n2C)n1C (stereo not given)	-1.7	7	3	-4	7	-14	2	-1	-5	-2	5
CCN1CCN(C(=O)c2cc3c(-c4ccc(Cl)cc4)nn(C)c3s2)CC1	3.4	25	9	-15	-2	-40	6	-11	17	-9	-2
COc1ccc(-c2noc(CSc3nc(N)c(-c4ccccc4)c(=O)[nH]3)n2)cc1	-2.6	-23	13	-11	1	-21	-11	-2	-3	-2	-8
COC(=O)c1ccc2ccn(CC(=O)NC3CCCCC3)c2c1	-1.6	6	4	-2	5	1	7	-4	1	-18	9
CCCC(=O)N1CCN(c2ccc(NC(=O)c3sc4ccccc4c3Cl)cc2)CC1	0.4	-9	5	2	-10	-9	0	6	3	-1	12
O=C(OCCN1CCCC1=O)c1cncc(Br)c1	-1.6	11	18	-5	4	10	10	2	5	5	11

The list is partial, so the mix of outcomes need not match the whole.
